# Screening results deposited in PubChem BioAssay by several laboratories.
# ABCB6 inh 2: inhibitors of human ABC transporter ABCB6; fluorescence ratio to DMSO, % at 10 µM; AID 602162; 0.19% of 360,000 active; K562-ABCB6 porphyrin accumulation, flow cytometry, 1 h; active compounds read low;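 active = fluorescence ratio to DMSO below 75%, the collection mean minus 3 SD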;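 note: signal is porphyrin accumulated inside mitochondria; 100% equals median channel fluorescence of DMSO control wells; lower ratio means ABCB6 inhibition with less porphyrin fluorescence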
# ABHD5 PLIN5 PPI: ABHD5-PLIN5 protein interaction inhibition. Q00G26+Q8WTS1. Split G. princeps luciferase complementation, luminescence, 4 h. inhibition, % at 4 µM. 0.78% of 360,000 active;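 active = inhibition above the mean inhibition across every tested compound plus 3 SD, cut at about 22% in these data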;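 note: 0% = DMSO only wells and the 100% control is not disclosed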
# hiPSC survival: hiPSC single-cell survival enhancement. 0.044% of 360,000 active. ATPlite luminescence; 100% = ROCK inhibitor wells, 0% = DMSO. survival enhancement, % at 20 µM; in the data active = survival enhancement above about 18%;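 note: cells exposed to compounds for 16 hours before the ATP read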
# H9c2 protect: protects H9c2 cardiomyocytes from peroxide injury; H2O2 injury protection, ATPLite, 2 h; protection from H2O2 cell death, % at 20 µM; 0.63% of 360,000 active;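 active = compounds giving at least 50% protection of heart cells from peroxide-induced death in the single-dose screen, raw or plate-pattern-corrected value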;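 note: 0% = DMSO wells with peroxide and 100% = DMSO wells without peroxide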
# MC4R ag barr: human MC4R agonism via beta-arrestin. U2OS MC4R beta-arrestin complementation, luminescence; percent of melanotan II response, DMSO zero. activation, % at 8.9 µM. 0.98% of 360,000 active;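 active = activation above a per-plate cutoff, the mean activation of sample wells on that plate plus 3 SD, cut at about 8% in these data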
# Target sequence (P32245 whole entry, looked up): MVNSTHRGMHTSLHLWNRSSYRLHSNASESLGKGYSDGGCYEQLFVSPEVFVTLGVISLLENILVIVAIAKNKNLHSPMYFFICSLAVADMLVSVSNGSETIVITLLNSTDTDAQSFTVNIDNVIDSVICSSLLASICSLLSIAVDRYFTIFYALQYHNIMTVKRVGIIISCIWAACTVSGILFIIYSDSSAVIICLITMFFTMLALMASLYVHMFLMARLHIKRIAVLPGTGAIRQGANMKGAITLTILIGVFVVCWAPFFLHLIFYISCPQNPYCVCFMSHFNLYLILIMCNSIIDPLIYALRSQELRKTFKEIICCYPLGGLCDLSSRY
# aDG glyco up: alpha-DG glycosylation activation. Pro5-aDG cells, alpha-DG glycosylation AlphaScreen (IIH6); 0% Pro5, 100% B10-LARGE cell signal. activation, % at 10 µM. 0.22% of 360,000 active;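 active = activation of at least 8% versus controls, or a plate z-score of at least 8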;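 note: Pro5 are CHO cells carrying HIG-tagged alpha-DG that lacks glycosylation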
# MC4R antag cAMP: blocks human MC4R cAMP signaling. MC4R-expressing cells, MTII-stimulated cAMP, LANCE TR-FRET. P32245. 0.48% of 360,000 active. inhibition, % at 6.5 µM;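 active = inhibition above its plate's cutoff, the mean of tested wells on that plate plus 3 SD, cut at about 29% in these data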;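 note: 0% = Melanotan II alone and 100% = Melanotan II plus saturating MCL0020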
#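 Test system: U2OS cells stably expressing human melanocortin 4 receptor (MC4R); also added: Melanotan II challenge; compound: 6.5 µM single dose; timing: 30-min compound preincubation, 1-h Melanotan II challenge, 1-h detection, room temperature; signal: Eu-cAMP/anti-cAMP TR-FRET, emission 671 nm; repeats: one well per compound, no replicates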
# Granule exo inh: blocks lytic granule exocytosis. 0.66% of 360,000 active. TALL-104 LAMP-1 surface exposure, flow cytometry; cells stimulated with thapsigargin and PMA. inhibition, % at 10 µM;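 active = inhibition above about 55%, limit read from the data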
# m5-HT2A agonist: activates the mouse 5-HT2A serotonin receptor. CHO-K1 mHTR2A beta-arrestin complementation, luminescence; percent of 30 µM serotonin response. 0.66% of 360,000 active. AID 624169. activation, % at 7.6 µM;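 active = activation above a run cutoff, the mean activation of all tested compounds plus 3 SD, cut at about 14% in these data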;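 note: 0% = plate median of compound wells and 100% = 30 µM serotonin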
# Target sequence (P35363 whole entry, looked up): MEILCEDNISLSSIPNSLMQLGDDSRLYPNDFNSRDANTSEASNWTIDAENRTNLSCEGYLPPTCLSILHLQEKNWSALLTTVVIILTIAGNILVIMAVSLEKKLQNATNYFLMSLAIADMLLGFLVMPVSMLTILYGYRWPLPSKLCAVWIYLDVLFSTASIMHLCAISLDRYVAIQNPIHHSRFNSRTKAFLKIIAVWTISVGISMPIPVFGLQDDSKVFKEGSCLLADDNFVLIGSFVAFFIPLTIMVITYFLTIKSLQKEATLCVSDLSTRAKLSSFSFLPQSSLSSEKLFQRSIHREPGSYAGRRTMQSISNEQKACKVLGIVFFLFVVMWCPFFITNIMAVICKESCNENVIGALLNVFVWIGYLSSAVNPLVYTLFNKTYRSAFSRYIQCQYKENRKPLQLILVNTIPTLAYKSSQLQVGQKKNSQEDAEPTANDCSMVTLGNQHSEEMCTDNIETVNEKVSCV
# N-glyco inh: blocks N-linked glycosylation in D54 reporter cells; D54 ERlucT glycosylation luciferase reporter, 24 h; percent of 100 nM tunicamycin response; reporter increase, % at 12.5 µM; 0.23% of 360,000 active;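 active = mean luciferase reporter signal, scaled so untreated is 0 and the glycosylation-blocking control 100, at or above a set limit in every replicate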;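 note: luciferase carries N-glycosylation sites so blocking glycosylation raises the light; 0% = median of neutral control wells and 100% = median of 100 nM tunicamycin wells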
# Starred values were filed as active, the others as inactive; . = not tested or not shown.
1) CCOC(=O)N1CCN(C(=O)C(=O)Nc2sc3c(c2C(N)=O)CC(C)(C)OC3)CC1
2) Cc1ccc(S(=O)(=O)N2CCC(C(=O)OC(C)C(=O)N3CCOCC3)CC2)cc1 (stereo not drawn)
3) Cc1ccc2nc(SCC(=O)Nc3ccc(F)cc3F)[nH]c2c1
4) CC1CCc2sc(C(=O)N3CCC(C(N)=O)CC3)cc2C1 (stereo not drawn)
5) CCOC(=O)N1CCN(C(=O)C(NC(=O)c2ccc(CC)cc2)C(C)C)CC1 (stereo not drawn)
6) COc1ccc(C(=O)NCc2ccc(N3CCN(C(=O)OC(C)(C)C)CC3)cc2)cc1
7) COc1cc(C2CC(=O)Oc3cc(O)ccc32)cc(OC)c1OC (stereo not drawn)
8) Cc1ccc(CNC(=O)C2CCN(S(=O)(=O)N3CCCCC3)CC2)cc1
9) C#CCOCCOCCOCCNc1nc(N2CCN(C(=O)Cn3cc(CCO)nn3)CC2)nc(N2CCN(C(=O)[C@H](Cc3ccc(O)cc3)n3cc(CCO)nn3)CC2)n1
10) O=c1ncn(-c2cccc(F)c2)c2ncccc12

entry no.,1,2,3,4,5,6,7,8,9,10
ABCB6 inh 2,96,100,99,97,98,98,107,89,101,96
ABHD5 PLIN5 PPI,1,5,-2,1,-2,-4,-1,-2,-3,-1
hiPSC survival,-0.3,0.2,1.5,-0.5,-0.8,-1.1,-1.0,-0.9,3.6,-0.9
H9c2 protect,3,1,-2,-6,3,-5,5,-4,2,3
MC4R ag barr,-2.5,-3.7,-0.8,-2.0,0.5,1.8,-0.5,-3.9,-1.0,-1.5
aDG glyco up,3.6,0.1,0.3,0.1,0.0,0.5,-0.1,-0.3,0.2,-0.1
MC4R antag cAMP,8,2,-10,10,3,15,-1,3,-3,13
Granule exo inh,0,-2,-1,0,0,0,-3,3,3,3
m5-HT2A agonist,-2,4,-7,6,8,-1,1,-3,-4,4
N-glyco inh,0,-1,-2,-2,1,-4,3,1,0,0

11) COc1ccc(C(=O)Nc2cccc(C(=O)Nc3cc(C)ccn3)c2)cc1
12) Cc1cc(S(=O)(=O)N2CCCCC2CCNC(=O)C(=O)NCCN2CCOCC2)ccc1F (stereo not drawn)
13) CCC(=O)N1CCCc2cc(S(=O)(=O)N3CCCc4ccccc43)ccc21
14) Nc1ccc(S(=O)(=O)c2cc(O)c3ccccc3c2O)cc1
15) FC(F)(F)c1cnc(Nc2ccc(N3CCOCC3)cc2)c(Cl)c1
16) O=C(C1=NN[C@@H]2C(=O)N(c3cccc(C(F)(F)F)c3)C(=O)[C@H]12)C(c1ccccc1)c1ccccc1
17) O=C(COC(=O)c1ccc(S(=O)(=O)N2CCCC2)cc1)Nc1ccccc1
18) COc1ccc(Cc2nc3ccc(C(=O)N(C)C(C)c4nccs4)cc3o2)cc1 (stereo not drawn)
19) O=C(c1ccco1)N(Cc1nc2ccccc2c(=O)[nH]1)C1CCCC1
20) O=C(Nc1ccccc1)c1ccccc1Oc1ccc(C(F)(F)F)cc1[N+](=O)[O-]

entry no.,11,12,13,14,15,16,17,18,19,20
ABCB6 inh 2,96,96,88,95,99,101,108,95,93,96
ABHD5 PLIN5 PPI,4,1,-2,-6,-2,-3,-4,9,3,-7
hiPSC survival,-0.3,-2.0,-0.9,1.0,-1.7,1.5,2.0,-0.1,-3.1,-0.8
H9c2 protect,-8,-3,-8,-19,-6,-1,14,-1,8,-6
MC4R ag barr,-0.2,1.8,0.2,-2.4,7.5,3.5,-0.8,2.4,-2.4,3.2
aDG glyco up,0.5,-0.2,0.0,0.9,-0.1,-0.3,-0.1,0.0,-0.3,-0.3
MC4R antag cAMP,5,7,2,-9,-1,12,-1,7,0,6
Granule exo inh,-11,-1,3,88*,0,8,4,12,3,12
m5-HT2A agonist,2,6,-2,3,0,1,-1,0,3,6
N-glyco inh,-2,4,-2,-1,.,1,3,-1,0,-2

# Just MC4R antag cAMP and hiPSC survival, for five of the compounds above:
nr | structure | MC4R antag cAMP | hiPSC survival
15 | FC(F)(F)c1cnc(Nc2ccc(N3CCOCC3)cc2)c(Cl)c1 | -1 | -1.7
20 | O=C(Nc1ccccc1)c1ccccc1Oc1ccc(C(F)(F)F)cc1[N+](=O)[O-] | 6 | -0.8
13 | CCC(=O)N1CCCc2cc(S(=O)(=O)N3CCCc4ccccc43)ccc21 | 2 | -0.9
17 | O=C(COC(=O)c1ccc(S(=O)(=O)N2CCCC2)cc1)Nc1ccccc1 | -1 | 2.0
11 | COc1ccc(C(=O)Nc2cccc(C(=O)Nc3cc(C)ccn3)c2)cc1 | 5 | -0.3

# Further results.
21) O=C(O)C(Cc1cc2ccccc2[nH]1)N1C(=O)C2CC=C(Cl)CC2C1=O (stereo not drawn)
22) Cc1cnc(C(=O)Nc2ccc(-n3cnnn3)cc2)cn1
23) CCOc1ccc(/C=C(\C#N)C(=O)c2c(C)[nH]c3ccccc23)cc1OC
24) Nc1c(C(=O)Nc2ccc(F)cc2)sc2nc(-c3ccco3)ccc12
25) Cc1cccc(OCCNC(=O)CCc2ccccc2)c1
26) CCOc1ccc(Nc2nc(CC(=O)OC)cc(=O)[nH]2)cc1
27) CCN(CC)C(=O)COC(=O)c1ccc(O)cc1
28) CCCN1CCC(=NNc2ccc(S(=O)(=O)N(CC)CC)cc2[N+](=O)[O-])CC1
29) Cn1cnc([N+](=O)[O-])c1S(=O)(=O)c1ccc(Cl)cc1
30) CC(C)CCOP(=O)(c1ccc(N(C)C)cc1)C(O)c1ccc(Cl)cc1Cl (stereo not drawn)

entry no.,21,22,23,24,25,26,27,28,29,30
ABCB6 inh 2,101,100,92,93,94,96,104,95,106,98
ABHD5 PLIN5 PPI,-5,2,3,10,-6,-3,2,2,49*,-4
hiPSC survival,1.4,2.4,-0.2,0.0,3.2,1.0,0.4,-1.0,-2.4,-0.6
H9c2 protect,6,1,9,22,-4,-4,6,-5,-17,-4
MC4R ag barr,-0.5,-2.6,1.2,-1.0,-2.5,-2.8,-2.0,-3.1,-3.4,1.2
aDG glyco up,-0.2,-0.2,0.2,0.0,-0.1,1.4,-0.3,0.6,-0.8,0.2
MC4R antag cAMP,1,1,2,1,10,-3,8,-21,10,11
Granule exo inh,-1,-1,-1,-1,20,-2,2,9,11,22
m5-HT2A agonist,0,-1,-3,-2,-5,-3,1,-2,-3,2
N-glyco inh,2,0,3,.,-1,.,1,14,12,-4

31) CCOC(=O)c1cc(-c2ccccc2)nc2nc(N(CC)CC)sc12
32) O=C(O)CCC(=O)NCc1c(Cl)cccc1Sc1ccc(Cl)cc1
33) N#CC(c1ccc(O)cc1)N1CCOCC1 (stereo not drawn)
34) C/C(=N\NC(=S)Nc1cccc(C)c1)c1ccco1
35) CCC(C)NC(=O)C1CCN(C(=O)c2ccccc2)CC1 (stereo not drawn)
36) COc1ccc(NC(=O)CN(C)S(=O)(=O)c2ccc(Cl)cc2)cc1Cl
37) O=C(c1ccncc1)N1CCN(C(=O)c2cccs2)CC1
38) Cc1cccc(CN2CCCC(C(=O)c3ccc4c5c(cccc35)CC4)C2)n1 (stereo not drawn)
39) O=C(N/N=C/c1ccccn1)C(O)c1ccccc1 (stereo not drawn)
40) O=c1oc2ccccc2c2c1SC(C(F)(F)F)C2 (stereo not drawn)

entry no.,31,32,33,34,35,36,37,38,39,40
ABCB6 inh 2,98,97,102,102,99,97,90,97,101,151
ABHD5 PLIN5 PPI,-4,6,0,-9,11,1,5,9,0,-7
hiPSC survival,0.2,-0.3,1.6,-2.1,-3.7,6.1,1.2,0.1,0.0,0.8
H9c2 protect,36,-1,-1,-11,2,-2,8,-6,-1,4
MC4R ag barr,0.9,-1.4,4.0,-4.4,1.2,1.7,0.6,0.1,-1.6,-1.9
aDG glyco up,0.2,-0.1,-0.3,0.7,-0.1,0.1,-0.1,0.2,-0.2,-0.1
MC4R antag cAMP,0,-2,-2,-10,0,6,9,13,2,-9
Granule exo inh,-11,-4,-4,-1,4,-2,-1,0,7,-1
m5-HT2A agonist,9,5,0,-3,0,3,3,-10,-1,-4
N-glyco inh,-6,4,6,0,1,0,2,-2,0,-1

41) COC(=O)C1=CN(c2ccc(OC)cc2OC)C(N)=C(C#N)C1c1ccc(OC)cc1 (stereo not drawn)
42) COc1ccc(CN(C(=O)c2snc(C(N)=O)c2N)C(C(=O)NC2CCCC2)c2ccc(OC)c(OC)c2)cc1 (stereo not drawn)
43) Cc1ccc(F)cc1NC(=O)CCc1c(C)nn(-c2ccc(N3CCCCC3)nn2)c1C
44) CC1CCC2(CC1)NC(=O)N(NC(=O)CCc1c[nH]c3ccccc13)C2=O (stereo not drawn)
45) COc1c(Cl)ccc(Cl)c1C(=O)NC(=O)N1CCOCC1
46) c1ccc(Oc2ccc(-c3ccn[nH]3)cc2)cc1
47) O=C(CC(c1ccccc1)c1ccccc1)Nc1ccncc1
48) O=C1CCCc2c1sc1nc3n(c(=O)c21)CCCCC3
49) O=C(O)c1ccc(CNC(=O)C2CCN(S(=O)(=O)c3cccs3)CC2)cc1
50) CN(c1ccccc1)S(=O)(=O)c1cccc(NC(=O)Cc2ccc(Cl)cc2)c1

entry no.,41,42,43,44,45,46,47,48,49,50
ABCB6 inh 2,.,98,93,98,96,101,96,92,93,90
ABHD5 PLIN5 PPI,-25,9,-6,-1,-8,1,-1,1,3,-21
hiPSC survival,.,-0.4,0.0,-0.3,0.1,0.0,-0.6,7.2,-1.1,-0.4
H9c2 protect,.,2,-1,5,0,-6,-7,9,7,-18
MC4R ag barr,.,0.9,-0.5,-1.7,-0.7,1.9,-0.2,-0.9,-0.6,0.7
aDG glyco up,0.3,-0.2,-0.2,-0.1,0.5,0.1,0.3,-0.3,-0.3,0.8
MC4R antag cAMP,.,0,-2,8,9,4,3,-5,12,-1
Granule exo inh,-1,6,-2,15,1,-3,-3,0,-2,-2
m5-HT2A agonist,-12,-2,1,-3,-3,-1,-2,0,-5,-1
N-glyco inh,.,4,0,1,1,-2,1,-1,2,-4

51) CSc1ccccc1NC(=O)c1ccccn1
52) COc1ccc(Oc2cccc(Cl)c2CNC(=O)c2ccccc2C(=O)O)cc1
53) COCOc1ccc(-c2ncc(OC)nc2NC(=O)c2ccsc2)cc1
54) CC(C)CCNC(=O)CCc1nnc(Cc2c[nH]c3ccccc23)o1
55) CCn1c(CCC(=O)N(C)CC(=O)Nc2cccc(F)c2)nc2cc(S(=O)(=O)N(C)C)ccc21

entry no.,51,52,53,54,55
ABCB6 inh 2,94,106,91,104,101
ABHD5 PLIN5 PPI,3,-1,0,0,-10
hiPSC survival,-2.7,0.2,-0.9,-0.4,0.1
H9c2 protect,-7,-6,-1,-1,-3
MC4R ag barr,1.3,-0.1,0.3,-1.9,-3.7
aDG glyco up,-0.3,-0.1,0.0,-0.3,-0.6
MC4R antag cAMP,11,7,3,7,-3
Granule exo inh,-4,-7,-10,-8,1
m5-HT2A agonist,-1,-4,0,3,-5
N-glyco inh,0,-2,0,0,1
